CHRM4 antagonist: CHRM4 antagonism in calcium assay. CHO-hM4 cells, ACh EC80, Fluo-8 calcium fluorescence. P08173. inhibition, % at 3 µM. 0.73% of 360,000 active;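 active = inhibition above its plate's cutoff, the mean inhibition of sample wells plus 3 SD, cut at about 27% in these data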;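 note: 0% = acetylcholine EC80 with DMSO and 100% = DMSO without agonist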
Target sequence (P08173 whole entry, looked up): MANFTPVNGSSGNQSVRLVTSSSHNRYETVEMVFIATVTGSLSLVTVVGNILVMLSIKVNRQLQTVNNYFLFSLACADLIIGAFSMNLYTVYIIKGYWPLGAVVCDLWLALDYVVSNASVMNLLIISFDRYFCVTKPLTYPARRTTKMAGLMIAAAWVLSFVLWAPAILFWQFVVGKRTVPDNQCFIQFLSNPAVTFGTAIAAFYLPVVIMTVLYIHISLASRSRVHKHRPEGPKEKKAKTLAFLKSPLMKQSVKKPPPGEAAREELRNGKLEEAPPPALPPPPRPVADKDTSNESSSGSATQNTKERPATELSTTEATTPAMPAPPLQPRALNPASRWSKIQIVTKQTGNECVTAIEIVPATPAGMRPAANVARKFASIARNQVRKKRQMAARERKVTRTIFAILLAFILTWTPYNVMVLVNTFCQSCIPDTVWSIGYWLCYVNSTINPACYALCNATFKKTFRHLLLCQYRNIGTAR
M4 ag: CHRM4 agonism in calcium assay. CHO-K1 hM4/Gqi5, Fluo-8 calcium fluorescence; vehicle 0%, full acetylcholine response 100%. P08173. activation, % at 3 µM. 0.14% of 360,000 active. AID 624127;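 active = activation above the run mean over all test wells plus 3 SD, cut at about 32% in these data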;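 note: peak over basal fluorescence ratio per well then scaled between controls; 0% = DMSO wells and 100% = acetylcholine at EC100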
M5 antag: CHRM5 antagonism in calcium assay; P08912; CHO-hM5 cells, Fluo-8 calcium fluorescence, ACh EC80; inhibition, % at 3 µM; 0.59% of 360,000 active; AID 624040;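 active = inhibition above a per-plate cutoff, the mean of that plate's test compounds plus 3 SD, cut at about 27% in these data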;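 note: 0% = acetylcholine EC80 with DMSO and 100% = DMSO without agonist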
M5 PAM: potentiates acetylcholine response at human M5 receptor. AID 624038. CHO-K1 hM5, Fluo-8 calcium, ACh EC20 PAM; 0% = ACh EC20, 100% = ACh EC100. 0.3% of 360,000 active. activation, % at 3 µM. P08912;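 active = activation above the run cutoff, the mean activation of all test compounds plus 3 SD, cut at about 18% in these data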
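Probe or stimulus: acetylcholine, EC20 level; Assay system: human M5 receptor in CHO-K1 cells; Schedule: compound preincubation 140 s before EC20 acetylcholine addition; Technique: intracellular calcium via Fluo-8 fluorescence; Dosing: single-point, 3 µM nominal; Read-out basis: percent activation from peak-over-basal fluorescence ratio, scaled EC20-to-EC100 acetylcholine; Repeats: one well per compound, no replicates.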
CRFBP-R2 agonist: agonists of human CRF-binding protein/CRF-R2 receptor complex; HEK293 CRF-R2/CRF-BP, calcium dye fluorescence (FLIPR); percent of saturating CRF peptide response; AID 588473; activation, % at 13.2 µM; 0.46% of 350,000 active;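 active = activation of at least 50%, plus an integration ratio under a set limit after plate pattern correction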;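 note: plate controls were neutral control wells without compound for no effect and CRF at EC100 for full effect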
CHRM5 agonist: agonists of human muscarinic M5 receptor (CHRM5) | P08912 | CHO-K1 hM5 cells, Fluo-8 calcium fluorescence; 0% DMSO wells, 100% maximal acetylcholine response | activation, % at 3 µM | 0.19% of 360,000 active | AID 624037;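 active = activation above the run's mean over test compounds plus 3 SD, cut at about 23% in these data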;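 note: signal is peak over basal fluorescence ratio across the kinetic read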
M1 antag: human CHRM1 antagonism; 1.3% of 360,000 active; CHO-K1 hM1, Fluo-8 calcium fluorescence, ACh EC80 antagonist; inhibition, % at 3 µM; AID 588852;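 active = percent inhibition above its own plate's cutoff, namely the mean of that plate's compound wells plus 3 SD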;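 note: peak over basal fluorescence ratio during 140 s after agonist addition; 0% = ACh EC80 plus DMSO and 100% = DMSO alone without agonist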
Target sequence (P11229 whole entry, looked up): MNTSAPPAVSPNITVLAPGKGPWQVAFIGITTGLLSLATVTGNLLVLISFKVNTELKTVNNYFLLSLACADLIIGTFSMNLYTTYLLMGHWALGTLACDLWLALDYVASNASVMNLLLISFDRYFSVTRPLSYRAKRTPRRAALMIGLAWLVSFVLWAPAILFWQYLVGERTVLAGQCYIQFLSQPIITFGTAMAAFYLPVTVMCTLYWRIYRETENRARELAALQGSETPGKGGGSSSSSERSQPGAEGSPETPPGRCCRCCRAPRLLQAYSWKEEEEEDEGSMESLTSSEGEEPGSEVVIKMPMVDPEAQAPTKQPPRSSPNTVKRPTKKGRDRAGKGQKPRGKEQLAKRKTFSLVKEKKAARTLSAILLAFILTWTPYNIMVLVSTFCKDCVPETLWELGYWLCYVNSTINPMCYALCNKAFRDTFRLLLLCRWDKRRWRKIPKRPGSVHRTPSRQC
M4 PAM: CHRM4 positive allosteric modulation. activation, % at 3 µM. 0.4% of 360,000 active. CHO-K1 hM4/Gqi5, Fluo-8 calcium fluorescence, ACh EC20; 0% = ACh EC20, 100% = maximal ACh. P08173;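 active = activation above its plate's cutoff, the mean activation of sample wells plus 3 SD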; note: some results filed as inactive read as strong as hits
CHRM1 PAM: human CHRM1 positive allosteric modulation | P11229 | CHO-K1 hM1, Fluo-8 calcium fluorescence, ACh EC20; 0% = ACh EC20, 100% = maximal ACh | activation, % at 3 µM | 0.088% of 360,000 active; in the data active = activation above about 19%, passing the limit was not always enough
The depositor's hits bear a star; . = no result given.

#	CHRM4 antagonist	M4 ag	M5 antag	M5 PAM	CRFBP-R2 agonist	CHRM5 agonist	M1 antag	M4 PAM	CHRM1 PAM	Molecule
1	3	1	-4	8	0.1	-2	-3	-7	4	CCOc1cc(CN2CCN(Cc3ccc(C)o3)C(CCO)C2)ccc1OC (centres undefined)
2	0	1	-4	-1	-3.7	3	-11	-3	13	Cc1csc(NC(=O)CCNC(=O)c2ccc([N+](=O)[O-])cc2)n1
3	11	-1	-1	0	-1.1	2	-6	-1	7	COc1nc(OC)nc(N2CCC(C(=O)NCC3CCCCC3)CC2)n1
4	-13	3	-2	-9	-2.9	0	-5	7	8	COc1ccccc1N(CC(=O)Nc1cccc(C(F)(F)F)c1)S(C)(=O)=O
5	8	13	17	-22	-3.3	2	40*	-4	-23	CCCCCC1CC(=O)NC1(C(=O)OCC)C(=O)OCC (centres undefined)
6	-8	-2	3	1	-0.3	-8	-15	10	2	CC(=O)c1cc(C#N)c(Oc2cccc(C(F)(F)F)c2)nc1C
7	-6	1	10	4	-0.5	-2	-4	0	4	O=C(COc1ccc2c3c(c(=O)oc2c1)CCCC3)NCc1ccncc1
8	1	-1	1	2	-0.4	-1	-18	8	6	CCOC(=O)c1ccc(NC(=O)C2CCC(CNc3c(N4CCOCC4)c(=O)c3=O)CC2)cc1 (centres undefined)

A different layout for some results above:
Order of values – CHRM4 antagonist, M4 ag, M5 antag, M5 PAM, CRFBP-R2 agonist, CHRM5 agonist, M1 antag, M4 PAM, CHRM1 PAM
4	COc1ccccc1N(CC(=O)Nc1cccc(C(F)(F)F)c1)S(C)(=O)=O
  -13, 3, -2, -9, -2.9, 0, -5, 7, 8
5	CCCCCC1CC(=O)NC1(C(=O)OCC)C(=O)OCC (centres undefined)
  8, 13, 17, -22, -3.3, 2, 40*, -4, -23

(list continues)
#	CHRM4 antagonist	M4 ag	M5 antag	M5 PAM	CRFBP-R2 agonist	CHRM5 agonist	M1 antag	M4 PAM	CHRM1 PAM	Molecule
9	7	12	17	-14	.	3	15	-12	-19	O=C(NCc1cccc(Cl)c1)c1cccc2c(-c3cccnc3)coc12
10	2	1	-10	3	-2.0	-1	-5	7	7	O=C(O)/C=C\C(=O)NC1CCCCC1
11	3	7	7	-11	-2.2	1	-21	3	3	O=C(Nc1ccc(N2CCOCC2)cc1)C1CCCN(S(=O)(=O)c2ccccc2)C1 (centres undefined)
12	10	2	15	-28	-0.2	-5	27	-8	-24	CC(C)[C@H](NC(=O)c1ccccc1)C(=O)Nc1cccc(S(=O)(=O)N2CCOCC2)c1
13	-7	1	-10	-2	-1.0	2	-9	2	1	ON=C1c2cc(OCCN3CCCCC3)ccc2-c2ccc(OCCN3CCCCC3)cc21
14	2	2	-5	1	2.1	2	-6	-3	2	CN(Cc1nc2ccccc2c(=O)[nH]1)C(=O)c1ccc(S(=O)(=O)N(C)C)cc1
15	5	2	8	-4	0.3	3	-7	-6	-1	CC(=O)c1ccc(S(=O)(=O)NCCOc2ccccc2)cc1
16	-11	-1	14	-7	0.4	2	-5	1	1	CC(C)(C)OC(=O)[C@H](Cc1ccccc1)NC(=O)c1[nH]cnc1C(=O)Nc1ccc(Cl)cc1
17	-8	2	12	3	-0.7	1	5	3	1	COc1cccc(CN(C)C(=O)CCN=C2NS(=O)(=O)c3ccccc32)c1OC
18	-9	1	3	-2	0.0	2	-2	1	1	O=c1ccc2cc(S(=O)(=O)NCc3ccccc3)ccc2[nH]1
19	-3	1	22	-12	-3.1	-4	6	4	-3	CN1C(=O)/C(=C/c2ccccc2OCc2ccc(C(=O)O)cc2)NC1=S
20	-4	0	-6	1	-0.3	1	-7	3	6	COc1cc(-c2c(C(C)=O)c(C)nc3c2C(=O)c2ccccc2-3)cc(OC)c1OC
21	-18	-2	-1	7	0.7	-10	-9	9	5	CCn1c(-c2ccccc2)c(C(=O)CCl)c2ccccc21
22	2	2	-17	9	-0.5	-2	-11	-1	9	COCCNC(=O)Cn1c(=O)oc2cc(S(=O)(=O)N3CC(C)CC(C)C3)ccc21 (centres undefined)
23	-3	2	5	-2	1.8	1	-3	-4	4	Cc1nc(C)c(C(=O)NNS(=O)(=O)c2ccc([N+](=O)[O-])cc2)s1
24	1	1	-9	4	0.1	0	-7	0	2	Cc1ccc(CN(C)C[C@@H]2OCc3cnnn3CCCC(=O)N([C@@H](C)CO)C[C@H]2C)cc1
25	-23	1	1	-1	-0.2	-1	-9	2	-4	CCS(=O)(=O)N1CCN(S(=O)(=O)c2ccc(S(=O)(=O)NC3CC3)cc2)CC1
26	-7	0	-2	-1	0.1	2	-16	2	7	Cn1c(C(=O)N2CCC(C(N)=O)CC2)cc2c(=O)n(C)c3ccccc3c21
27	10	20	10	-12	11	-7	31*	-20	-22	CN(C)C1=NC[C@H](Cc2ccccc2)N1CCCC1CCCCC1
28	0	-1	-15	10	-2.0	0	-1	2	8	O=C(Cn1c2ccccc2c2nc3n(c(=O)c21)CCS3)Nc1ccccc1
29	4	1	2	0	0.2	2	-6	-2	6	COc1cc(CN2CCN(S(=O)(=O)c3ccc(NC(C)=O)cc3)CC2)cc(OC)c1O
30	-7	7	10	-6	-1.4	1	-7	-2	7	Cc1ccccc1OCC(O)Cn1c(SC(C)C)nc2c1c(=O)[nH]c(=O)n2C (centres undefined)
31	-2	0	8	0	-1.9	0	16	1	1	COCc1nnc(NC(C)=O)s1
32	6	0	3	-1	-0.8	-5	-5	-2	5	O=C(Nc1ccc2nc(-c3ccc4nc[nH]c4c3)[nH]c2c1)c1cccs1
33	-5	3	9	-2	0.4	-4	-16	4	11	COc1cccc(CN2CCN(C(=O)c3oc4c(F)cccc4c3C)CC2=O)c1
34	7	0	1	-2	4.7	-1	3	-1	4	COCCCn1c(SCC(=O)NC2CCCCC2)nnc1-c1ccncc1
35	4	5	5	7	-1.7	-2	-10	16	0	Cc1ccc(-n2c(CNc3ccc(C)c(Cl)c3)n[nH]c2=S)cc1
36	-2	0	3	3	-0.9	2	1	0	9	COc1ccc(C(C)=O)cc1CSc1nncn1C
37	6	0	0	-3	4.6	-1	-19	3	11	CCc1ccc2c(c1)C(C)=CC(C)(C)N2
38	9	0	3	-1	-2.2	0	-5	4	5	COc1ccc(-n2c(CNC(=O)c3ccc(S(=O)(=O)N4CCCC4)cc3)n[nH]c2=S)cc1
39	-8	1	6	-7	-1.1	-2	-1	5	7	CCOCCCNC(=O)CCCC1=NS(=O)(=O)c2ccccc2N1
40	-5	1	3	-10	-1.2	-4	-2	2	-1	CC(C)OC(=O)CSc1nc(N)c(C#N)cc1C#N
41	-6	1	13	-2	0.0	0	-5	-1	6	CC1CCCCC12NC(=O)N(CC(=O)Nc1ccc(Cl)c(S(=O)(=O)N3CCOCC3)c1)C2=O (centres undefined)
42	-1	2	1	4	-3.2	3	-9	15	2	COc1cccc(NC(=O)CN(C)CC(=O)Nc2ccc3c(c2)OCO3)c1
43	1	1	-5	8	-0.9	-2	-9	4	-1	CCOC(=O)c1cc(C(=O)Nc2sc3c(c2C#N)CCCC3)nn1C
44	-4	15	4	-6	-0.9	3	3	-8	-10	COc1cc(NC(=O)COc2cc(O)c3c(c2)OC(C)(C)CC3=O)cc(OC)c1
45	-7	0	-4	-2	-2.7	-2	-9	14	8	CCSC1=NC(=O)/C(=C2/C=Cc3ccccc3N2CC)S1
46	-6	1	3	-3	10	-5	1	-3	-1	C/C(=N\Nc1ccc([N+](=O)[O-])cc1)c1ccco1
47	6	-1	3	2	-2.9	4	7	-14	-4	Cc1nn(-c2ccc(Cl)cc2)c(Cl)c1/C=N/NC(=O)c1ccc(NS(=O)(=O)c2cccs2)cc1
48	-10	1	8	5	0.6	5	10	5	-12	C[C@]12CC[C@H](O)CC1=CCC1C2CC[C@@]2(C)C1CC[C@@H]2NC(=O)[C@@H](N)CO (some centres undefined)
49	-9	3	5	-1	0.5	-3	-13	6	14	CC(C)OC(=O)Nc1ccc(-c2ccc(NC(=O)OC(C)C)cc2Cl)c(Cl)c1
50	-1	2	3	-6	2.2	-2	10	-2	-3	O=C(Nc1ccn(-c2ccccc2)n1)c1ccccc1Br
51	-16	6	-3	-7	4.0	-5	-12	-7	-4	COc1ccc(-c2noc(CCC(=O)N3CCN(c4cc(C)ccc4C)CC3)n2)cc1
52	2	2	6	-1	-1.8	-1	-6	1	4	Cc1ccccc1NS(=O)(=O)c1csc(C(N)=O)c1
53	-6	1	-5	1	-0.4	-1	-6	-1	6	Cc1ccc(S(=O)(=O)N2C[C@H]3N(C(=O)OC(C)C)N(C(=O)OC(C)C)C[C@H](OC(=O)Nc4cccs4)[C@@]3(O)C2)cc1
54	3	1	2	1	5.5	-5	-1	4	4	Cc1cccc(/C=C/c2onc(C)c2S(=O)(=O)N2CCC(C(=O)N3CCC(C)CC3)CC2)c1
55	2	0	-1	1	2.8	-6	-8	-1	6	O=C(O)CC(CC(=O)Nc1nncs1)c1ccccc1 (centres undefined)
56	1	6	15	-5	-0.6	0	-17	-4	8	CCN(CC)C(=O)C1CCN(S(=O)(=O)c2ccc3c(c2)CCCN3C(=O)C2CCC2)CC1
57	-4	1	-2	-5	-0.5	1	-22	2	0	COc1cc(C(C)=O)ccc1O
58	14	0	6	-4	-3.4	-7	1	4	1	Cc1ccc(-n2c(SCc3cn4ccsc4n3)nc3ccccc3c2=O)cc1
59	-17	4	-12	12	5.2	0	3	10	2	COc1cccc(-c2sc3ccc(OC)cc3c2C#CCCO)c1
60	-6	0	-1	-1	7.0	1	-13	7	12	Cc1ccc(S(=O)(=O)N2CCN(S(=O)(=O)c3ccc(C)cc3)C3OCCOC32)cc1 (centres undefined)

Grouped by structure: the entries above with a Cl atom.
#	CHRM4 antagonist	M4 ag	M5 antag	M5 PAM	CRFBP-R2 agonist	CHRM5 agonist	M1 antag	M4 PAM	CHRM1 PAM	Molecule
9	7	12	17	-14	.	3	15	-12	-19	O=C(NCc1cccc(Cl)c1)c1cccc2c(-c3cccnc3)coc12
16	-11	-1	14	-7	0.4	2	-5	1	1	CC(C)(C)OC(=O)[C@H](Cc1ccccc1)NC(=O)c1[nH]cnc1C(=O)Nc1ccc(Cl)cc1
21	-18	-2	-1	7	0.7	-10	-9	9	5	CCn1c(-c2ccccc2)c(C(=O)CCl)c2ccccc21
35	4	5	5	7	-1.7	-2	-10	16	0	Cc1ccc(-n2c(CNc3ccc(C)c(Cl)c3)n[nH]c2=S)cc1
41	-6	1	13	-2	0.0	0	-5	-1	6	CC1CCCCC12NC(=O)N(CC(=O)Nc1ccc(Cl)c(S(=O)(=O)N3CCOCC3)c1)C2=O (centres undefined)
47	6	-1	3	2	-2.9	4	7	-14	-4	Cc1nn(-c2ccc(Cl)cc2)c(Cl)c1/C=N/NC(=O)c1ccc(NS(=O)(=O)c2cccs2)cc1
49	-9	3	5	-1	0.5	-3	-13	6	14	CC(C)OC(=O)Nc1ccc(-c2ccc(NC(=O)OC(C)C)cc2Cl)c(Cl)c1

Screens deposited in PubChem BioAssay by several laboratories.
